Source: PubChem
ALOX12 inh = ALOX12 (human) lipoxygenase inhibition; AID 1671190; purified 12hLO, xylenol orange hydroperoxide absorbance; 1.1% of 580,000 active; P18054; Potency, µM (highest dose often 108 µM), without a hit: at the highest dose activity change, negative = inhibition, actives largely listed as inhibitors; active means well fitted inhibition curve with a large enough effect; inconclusive means small, poorly fitted or top-dose-only effect, or another doubt; inactive means no such curve, though single readings can be large or run the other way; further: potency means the concentration at half of the fitted maximal effect
Target sequence (P18054 whole entry, looked up): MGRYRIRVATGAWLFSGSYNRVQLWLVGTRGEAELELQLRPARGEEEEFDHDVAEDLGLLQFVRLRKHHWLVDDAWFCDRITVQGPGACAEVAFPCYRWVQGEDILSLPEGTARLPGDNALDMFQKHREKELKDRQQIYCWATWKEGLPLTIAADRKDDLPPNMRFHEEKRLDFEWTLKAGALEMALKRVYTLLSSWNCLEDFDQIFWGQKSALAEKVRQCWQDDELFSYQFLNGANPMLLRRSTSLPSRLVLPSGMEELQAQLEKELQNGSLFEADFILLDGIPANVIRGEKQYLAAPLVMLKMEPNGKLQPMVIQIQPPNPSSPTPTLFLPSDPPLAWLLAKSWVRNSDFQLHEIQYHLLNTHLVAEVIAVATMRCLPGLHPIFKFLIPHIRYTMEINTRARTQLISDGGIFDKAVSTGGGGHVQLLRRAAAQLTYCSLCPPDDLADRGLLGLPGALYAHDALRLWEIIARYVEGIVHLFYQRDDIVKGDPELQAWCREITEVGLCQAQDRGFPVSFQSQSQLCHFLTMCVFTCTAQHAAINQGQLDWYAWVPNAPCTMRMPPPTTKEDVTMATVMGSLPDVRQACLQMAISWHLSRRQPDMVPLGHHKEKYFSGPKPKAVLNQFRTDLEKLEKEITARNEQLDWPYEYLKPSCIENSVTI
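Purified human 12hLO at 150 nM in 25 mM Hepes, 0.01% Triton X-100, pH 7.0, preincubated 15 min at room temperature with compound. Reaction started with 40 uM arachidonic acid, 30 min at room temperature. Hydroperoxide measured by Fe-xylenol orange, 573/405 nm absorbance ratio.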
LDHA block = LDHA (human) enzyme inhibition. purified LDHA, NADH/diaphorase-resazurin fluorescence; stronger effect = lower value. activity change, % (values are at about 110 or 230 µM). 0.15% of 480,000 active; in the data active means activity change below about -30%; inconclusive means mostly about -25% to -30%;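 further: plate controls were DMSO wells for no effect and wells without enzyme for full effect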
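LDH5 2 nM; NADH 0.06 mM, pyruvate 0.2 mM; 200 mM Tris pH 7.4, EDTA, Tween-20; 5 min RT. Detection: diaphorase 0.133 mg/mL + resazurin 37 µM, fluorescence ex540/em590 at 0 and 20 min; normalized to enzyme-free and DMSO wells.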
Starred values were filed as active, the others as inactive; ? = inconclusive; [ ] = another dose, or the depositor's remark. Unless noted, on the % scale 0 is the no-effect control and ±100 the full control effect. The list is partial, so the mix of outcomes need not match the whole.

SMILES,ALOX12 inh,LDHA block
Cc1ccc(-c2nnc(SCc3nc4ccccc4o3)n2C)cc1,13.3%,4.8
O=c1c(Cl)c(N2CCN(Cc3nnc(-c4ccccc4)o3)CC2)cnn1-c1ccccc1,-3.2%,-5.8
COc1cccc(NC(=O)Cn2nc(-c3cccs3)c3ccccc3c2=O)c1,6.8%,3.8
C=CCC[C@@H](CCCCC)OC(=O)/C=C/[C@H](O)[C@@H](O)C[C@@H](O)CC=C,-1.9%,2.1
Cc1nn(C)c(C)c1S(=O)(=O)N(CC(=O)Nc1ccc(F)c(Cl)c1)c1ccc(C(C)C)cc1,?,0.2
N#Cc1ccc(NCCNc2ncccn2)nc1,-11.3%,2.9
Cc1nc2ccccn2c(=O)c1Cc1nnc(SCC(=O)Nc2ccccc2)n1C,1.2%,-4.7
COc1ccc(S(=O)(=O)NCCc2ccccc2)cc1-c1noc(C(C)(C)C)n1,3.0%,-5.2
CC(C)(CO)NC(=O)c1ccc(F)cc1,2.8%,7.9
Cc1ccccc1C(=O)Cn1c(=O)n(CCc2ccccc2)c(=O)c2sccc21,?,5.7
COc1ccc(C(=O)NO)cc1,?,-7.4
O=C(c1cc(-c2cccs2)[nH]n1)N1CCN(c2ccccn2)CC1,30.2%,-1.0
O=S(=O)(NCCc1ccc(F)cc1)c1ccc2c(c1)CCCC2,3.0%,8.6
COc1ccc(OCc2ccc(C(=O)O)o2)cc1,?,0.1
CC(c1ccccc1)N(C)CC(=O)NC1(C#N)CCCC1 (stereo unspecified),?,-1.1
C[C@@H]1COc2cc(N3CCC[C@@H]3CO)ccc2S(=O)(=O)N1,6.2%,-2.0
COCCCNC(=O)CN(C)C(=O)c1cc2ccccc2n1C,1.8%,-6.5
CCCCOc1ccc(NC(=O)c2ccccc2)c2cccnc12,12.5%,2.4
COc1ccc(NCc2ccco2)cc1,?,-2.5
Cc1ccc2oc(=O)c(-c3nc(-c4ccccn4)no3)cc2c1,-6.0%,-2.0
Cc1nnc(NC(=O)c2csc(NCCC(C)C)n2)s1,32.3%[activator],-2.4
O=[N+]([O-])/C=C/c1ccc(-c2ccccc2)o1,22.4µM*,1.3
COC(=O)c1ccc(Oc2c(C)oc3cc(OC(=O)c4ccco4)ccc3c2=O)cc1,0.5%,-0.6
Cc1cc(C(=O)CSc2nnnn2C2CC2)c(C)n1Cc1cccs1,7.2%,10.6

Single records, from the list above. Order of screens: ALOX12 inh, LDHA block
`O=S(=O)(NCCc1ccc(F)cc1)c1ccc2c(c1)CCCC2` is entered as 3.0%, 8.6
`O=[N+]([O-])/C=C/c1ccc(-c2ccccc2)o1` is entered as 22.4µM*, 1.3
`COCCCNC(=O)CN(C)C(=O)c1cc2ccccc2n1C` is entered as 1.8%, -6.5
`CCCCOc1ccc(NC(=O)c2ccccc2)c2cccnc12` is entered as 12.5%, 2.4
`Cc1nnc(NC(=O)c2csc(NCCC(C)C)n2)s1` is entered as 32.3%[activator], -2.4

(more compounds)
SMILES,ALOX12 inh,LDHA block
Cc1ccc(S(=O)(=O)N2CC3(O)CN(C(=O)OC(C)C)N(C(=O)OC(C)C)CC3(OC(=O)NC3CC3)C2)cc1 (stereo unspecified),-7.5%,1.8
CCC(=O)C1=C(c2ccc(OC)cc2)N(C(=O)CC)n2cnnc2S1,?,0.2
O=C(NCCc1c[nH]c2ccc(Cl)cc12)c1ccncc1,15.8%,-10.6
Cc1cc(=O)oc2cc(OCC(=O)NC(C)(C)C)ccc12,?,-2.1
O=C(CSc1ccc2ccccc2c1)OCC(=O)c1ccc2c(c1)OCCO2,?,-2.5
CC(C)c1noc(CN2CCN(CCOc3ccc(Cl)cc3)CC2)n1,-19.6%,-0.1
COc1ccc(-c2cc(C(=O)NC3CCN(C(C)C)CC3)c3ccccc3n2)cc1OC,-28.5%,-0.7
COc1ccc(-c2ccnc3nc(N4CCCCC4)[nH]c(=O)c23)cc1,?,3.7
COc1cc(/C=C(\C#N)c2nc3ccccc3[nH]2)ccc1OC(C)C(=O)O (stereo unspecified),?,-12.6
COC(=O)c1cc(-c2ccc(F)cc2)nc2onc(-c3ccco3)c12,?,6.5
COC(=O)c1c(-c2ccccc2)oc2c1C(OCCO)CCC2 (stereo unspecified),-0.2%,0.9
Cc1ccc(O)c(C(C)(C)C)c1,0.6%,8.3
Cn1cc(C(=O)N2CCN(C(=O)C3CCCCC3)CC2)c2ccccc21,-19.3%,-1.1
COc1ccc(/C=C2\Oc3cc(OS(=O)(=O)c4ccc(C)cc4)ccc3C2=O)c(OC)c1OC,-10.3%,3.9
CC(C)(C)OC(=O)N1CCCC1C(=O)NCc1ccc(Cl)cc1Cl (stereo unspecified),22.7%,1.3
Cc1cccc(-n2ncc(C(=O)N3CCc4ccccc4C3)c2-n2cccc2)c1,?,6.7
CCc1cc(=O)oc2cc(OCC(=O)NCc3cccnc3)c(Cl)cc12,21.5%,8.2
O=C(NCc1ccc(Cl)cc1)C1CCN(c2ncnc3nc[nH]c23)CC1,-11.1%,-4.4
Nc1nn(Cc2ccc(Br)cc2)cc1Br,3.8%,11.4
CSc1nc(C(C)C)nc(C)c1C(=O)Nc1ccc(Cl)cc1F,?,-4.2
COc1ccc(NC(=O)N2CCN(c3nc(C)cc(Nc4ccc(C)cc4)n3)CC2)cc1,?,5.8
Nc1ccccc1C(=O)NCCNC(=O)c1cnccn1,-28.6%,-2.0
CC(C)(C)C(=O)CN1C(=O)N(c2ccc(Cl)cc2)S(=O)(=O)c2ccccc21,-24.1%,15.2
O=C1N(Cc2cccc(F)c2)CCCN1c1cccc(C(=O)N2CCc3ccccc32)c1,?,3.8

(cont.)
Order of results – ALOX12 inh | LDHA block
CC1(C(=O)NCc2ccc(Cl)cc2)Cn2c(ccc2-c2ccco2)C(=O)N1CCc1ccco1 (stereo unspecified)
 : -15.9% | 1.1
COC(=O)c1cc(COC(=O)Cc2coc3cc(C)c(C)cc23)oc1C
 : -2.9% | -1.5
CCCc1c(-c2ccccc2Br)ncn1Cc1ccccc1OC
 : ? | -0.4
CC(c1nc2ccccc2[nH]1)n1c(-c2ccncc2)nc2ccccc21 (stereo unspecified)
 : 6.6% | 3.1
COc1ccc(Br)c(C(=O)OCC(=O)c2cc(C)ccc2C)c1
 : 25.3% | 2.3
CN(C)S(=O)(=O)N(CC(=O)Nc1ccc(Cl)c(Cl)c1)c1ccccc1
 : ? | 3.2
CC(C)c1ccc(S(=O)(=O)N2CCN(C(=O)CSc3nnnn3C3CCCC3)CC2)cc1
 : -20.1% | 1.9
COc1cc(OC)cc(-c2nc3n(n2)C(c2ccncc2)C2=C(CC(C)(C)CC2=O)N3)c1 (stereo unspecified)
 : 29.7% | -12.6
COc1ccc(N2CCN(C(=O)Oc3ccc([N+](=O)[O-])cc3)CC2)cc1
 : -23.2% | -1.1
COc1ccc(/C=C/c2nn3c(-c4ccccc4OC)nnc3s2)cc1
 : 16.6% | 1.8
O=C(NCCN1CCC(n2c(=O)[nH]c3ccccc32)CC1)c1cccnc1
 : ? | -2.0
CCc1ccc(C(=O)NCC(O)c2ccccc2)cc1 (stereo unspecified)
 : 1.4% | 0.7
Cn1c(=O)c2c(nc(Br)n2Cc2ccc(Br)cc2)n(C)c1=O
 : 9.4% | -5.1
Cn1ccnc1Sc1cc(C(=N)N)ccn1
 : ? | -4.1
COc1ccc(-c2c(C)oc3cc(OCC(=O)Nc4ccc5c(c4)OCO5)ccc3c2=O)cc1
 : -6.3% | 11.0
Cc1ccc(C(=O)c2cc3ccccc3o2)c(C)c1
 : -1.1% | 9.8
CCOc1ccc(-n2nc(C(=O)Nc3ccc4c(c3)OCCO4)c3ccccc3c2=O)cc1
 : 1.8% | 3.9
CCOC(=O)c1sc(NC(=O)c2ccc(S(=O)(=O)N3CCCCCC3)cc2)cc1C
 : -17.0% | -3.0
COCCNC(=O)COc1ccc2c(C)cc(=O)oc2c1
 : 2.6% | -1.9
O=C(O)c1cccc(-c2ccc(CNCc3ccccc3)o2)c1
 : ? | 2.9
CCOC(=O)Oc1ccc2c(=O)c(Oc3ccc(C(C)(C)C)cc3)coc2c1
 : -27.0% | 3.1
COc1cccc(C(=O)NCCNc2nc3cc(C)cc(C)c3cc2C#N)c1
 : -5.5% | -1.4
CCCCn1c(=O)[nH]c(=O)c2c1nc(CCC(=O)NC1CCN(CC)CC1)n2CC(C)C
 : ? | -9.9
O=C(c1n[nH]c(=O)c2ccccc12)N1CCN(S(=O)(=O)c2ccccc2F)CC1
 : 10.2% | 12.5
OCc1ccc(-c2nc3ccccc3s2)o1
 : ? | -1.6
CC(C)CN(CC(C)C)C(=O)CC(c1ccccc1)c1ccccc1
 : 11.6% | -0.8
Cc1ccc(NC(=O)Cn2nc3ccc(S(=O)(=O)C(C)(C)C)nn3c2=O)cc1
 : -18.7% | -15.7
Cc1nnc(NC(=O)C2CC(c3ccccc3)=NO2)s1 (stereo unspecified)
 : 16.3% | -5.8
O=C1NC[C@H](CCCCN2CCN(CC3CCCCC3)C(=O)C2=O)N(CCc2ccccc2)C1=O
 : -22.8% | 2.5
CCN(Cc1ccc2c(c1)OCCO2)S(=O)(=O)c1cnn(C)c1
 : 2.3% | 3.6

Looked up by compound from the list above:
Order of results – ALOX12 inh | LDHA block
O=C(c1n[nH]c(=O)c2ccccc12)N1CCN(S(=O)(=O)c2ccccc2F)CC1
 : 10.2% | 12.5
COCCNC(=O)COc1ccc2c(C)cc(=O)oc2c1
 : 2.6% | -1.9

A draw from above in order of number of heavy atoms, falling.
Order of results – ALOX12 inh | LDHA block
COc1cc(OC)cc(-c2nc3n(n2)C(c2ccncc2)C2=C(CC(C)(C)CC2=O)N3)c1 (stereo unspecified)
 : 29.7% | -12.6
CCOC(=O)Oc1ccc2c(=O)c(Oc3ccc(C(C)(C)C)cc3)coc2c1
 : -27.0% | 3.1
COc1ccc(Br)c(C(=O)OCC(=O)c2cc(C)ccc2C)c1
 : 25.3% | 2.3

(continued)
Order of results – ALOX12 inh | LDHA block
COc1ccc(F)cc1CN(C)CC(=O)N1c2ccccc2NC(=O)CC1C (stereo unspecified)
 : 15.6% | 20.5
CSc1ccccc1NC(=O)c1c(F)cccc1F
 : 12.4% | 1.7
Cc1cc(-c2ccc3c(c2)OCCCO3)nc2ccccc12
 : ? | -0.5
CCOC(=O)c1cc(S(=O)(=O)N(C)CC(=O)Nc2ccc(F)c(Cl)c2)cn1C
 : -10.2% | 11.1
CCCC(C(=O)NC12CC3CC(CC(C3)C1)C2)c1ccccc1 (stereo unspecified)
 : 19.4% | -2.3
Oc1cccc2c(N=Cc3ccc(F)c(F)c3)cccc12
 : 22.4µM* | 46.1
O=C(O)C(c1c[nH]c2ccc(OCc3ccccc3)cc12)N1CCN(Cc2ccncc2)CC1 (stereo unspecified)
 : -5.1% | -4.3
CC(c1nc(C(C)(C)C)no1)N1CCN(C(=O)c2ccco2)CC1 (stereo unspecified)
 : 149.3%[activator] | -18.2
COc1ccccc1-c1coc2cc(OCC(=O)OCCC(C)C)ccc2c1=O
 : ? | -7.5
COc1ccc(CNC(=O)COc2ccc3c(=O)c(Oc4ccc(F)cc4)coc3c2)cc1
 : ? | -1.5
CC(C)c1ccc(C(=O)O)c(C(C)C)c1
 : -73.3% | 36.4
O=[N+]([O-])c1ccc(/C=N/OCc2cc(F)cc3cccnc23)cc1
 : ? | -3.0
COC(=O)[C@]12CCCCC=C1N(CCC1=CCCCC1)C(=O)[C@H](CC(=O)NCc1ccc(OC)c(OC)c1)C2
 : 0.0% | -0.7
CCCNc1c(NS(=O)(=O)c2ccc(OCC)cc2)c(=O)oc2ccccc12
 : -32.8% | -3.3
Cc1ccc2c(c1)CCCN2C(=O)c1ccc(Br)o1
 : -27.1% | 3.0

Gathered by group: the compounds so far with a cyano group.
Order of results – ALOX12 inh | LDHA block
N#Cc1ccc(NCCNc2ncccn2)nc1
 : -11.3% | 2.9
CC(c1ccccc1)N(C)CC(=O)NC1(C#N)CCCC1 (stereo unspecified)
 : ? | -1.1
COc1cc(/C=C(\C#N)c2nc3ccccc3[nH]2)ccc1OC(C)C(=O)O (stereo unspecified)
 : ? | -12.6
COc1cccc(C(=O)NCCNc2nc3cc(C)cc(C)c3cc2C#N)c1
 : -5.5% | -1.4
